Bioassay records (PubChem)
F508del corr: correctors of CFTR F508del function in bronchial epithelial cells; actives 0.36% (n = 350,000); CFBE cells, YFP halide quenching; stimulated with forskolin plus potentiator P3; % fluorescence drop versus neutral controls; activity (quench increase), % at 7.58 µM;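 active = mean added fluorescence quench of at least 8% versus neutral control, with both replicates also reaching 8%; inconclusive = only one of the mean or replicate conditions met; inactive = mean below 8% and not both replicates reaching 8%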;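 also: cells transiently co-express mutant CFTR-F508del with the halide-sensitive YFP; corrector assay measuring rescue of mutant channel to the surface after 24 h compound exposure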
RAD54 inh: inhibitors of human RAD54 branch migration; AID 602329; actives 0.14% (n = 360,000); inhibition, % at 10.4 µM; Q92698; RAD54 Holliday junction branch migration, FAM/BHQ fluorescence;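 active = mean normalized replicate activity at least 40 and at least half of replicates scoring 40 or more; inconclusive = only one of the two criteria met; inactive = mean below 40 and under half of replicates reaching 40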;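 also: 0% = median of neutral control wells and 100% = median of positive control wells; inhibitors cause a drop in the FAM fluorescence signal; in these data hits start at about 50%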
Target sequence (Q92698 whole entry, looked up): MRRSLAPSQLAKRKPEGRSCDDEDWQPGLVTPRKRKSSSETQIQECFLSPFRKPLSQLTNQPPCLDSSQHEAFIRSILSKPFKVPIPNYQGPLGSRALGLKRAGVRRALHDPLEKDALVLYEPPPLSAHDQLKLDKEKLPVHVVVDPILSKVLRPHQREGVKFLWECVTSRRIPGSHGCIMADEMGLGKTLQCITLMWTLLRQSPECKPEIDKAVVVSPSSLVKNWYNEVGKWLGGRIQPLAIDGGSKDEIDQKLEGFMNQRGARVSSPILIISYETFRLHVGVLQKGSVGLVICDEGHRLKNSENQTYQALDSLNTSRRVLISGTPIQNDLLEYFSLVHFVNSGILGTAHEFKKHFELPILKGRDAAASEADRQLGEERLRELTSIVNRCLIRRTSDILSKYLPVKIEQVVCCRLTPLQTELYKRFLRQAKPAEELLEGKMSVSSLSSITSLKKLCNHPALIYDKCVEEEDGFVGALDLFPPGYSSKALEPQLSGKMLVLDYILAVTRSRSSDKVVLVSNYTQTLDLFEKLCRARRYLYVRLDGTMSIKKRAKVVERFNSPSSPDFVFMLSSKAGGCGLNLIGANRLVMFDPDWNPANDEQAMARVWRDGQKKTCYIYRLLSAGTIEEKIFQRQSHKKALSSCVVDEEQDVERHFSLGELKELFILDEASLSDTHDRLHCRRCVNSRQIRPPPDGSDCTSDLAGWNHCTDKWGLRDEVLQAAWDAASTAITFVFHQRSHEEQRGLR
GSIS activator: primary screen for activators of insulin secretion dependent on glucose, INS-1E cells, GLuc reporter luminescence. AID 743287. actives 0.61% (n = 370,000). activation, % at 16.6 µM. INS-1E GLuc reporter insulin secretion, 2-3 h;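 active = lowest replicate activation of at least 40%, so every replicate reaches that level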;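 also: 0% = median of neutral control wells and 100% = median of IBMX positive control wells; some compounds called inactive have numbers as strong as hits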
Casp6 inh: inhibitors of human caspase-6; purified caspase-6, Z-VEID-R110 cleavage fluorescence; P55212; AID 686996; inhibition, % at 12.5 µM; actives 0.53% (n = 350,000);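 active = mean inhibition across replicates at least about 35%, with every replicate also reaching that limit, limit read from the data; inconclusive = only one of the two criteria met; inactive = neither criterion met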;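 also: 0% = median of neutral control wells and 100% = no fluorescence left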
Target sequence (P55212 24-179 limits assumed): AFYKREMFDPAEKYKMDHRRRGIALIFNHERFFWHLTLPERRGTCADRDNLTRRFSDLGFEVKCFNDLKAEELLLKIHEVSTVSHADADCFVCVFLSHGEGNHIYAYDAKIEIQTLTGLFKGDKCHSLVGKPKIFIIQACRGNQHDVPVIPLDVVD
Target sequence (P55212 194-293 limits assumed): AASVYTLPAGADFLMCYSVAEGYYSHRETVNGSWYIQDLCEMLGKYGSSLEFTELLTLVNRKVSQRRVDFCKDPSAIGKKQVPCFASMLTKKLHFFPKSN
RAD52 anneal inh: blocks human RAD52 DNA annealing. AID 651710. inhibition, % at 18.7 µM. recombinant RAD52 DNA annealing, FRET fluorescence. actives 0.46% (n = 360,000). P43351;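 active = every replicate showing at least 50% inhibition; inconclusive = mean inhibition at least 50% but not in every replicate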
E-selectin induc: induces E-selectin expression in human endothelial cells | P16581 | HUVEC E-selectin immunofluorescence imaging; normalized: neutral wells 0, TNF-alpha wells 100 | activation, % at 7.58 µM | actives 0.37% (n = 260,000);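 active = mean E-selectin-positive cell signal at least 10% of the positive control, reached in at least 60% of replicates, without over 20% cell loss; inconclusive = no rule given, readout overlaps actives, possibly toxicity-flagged; inactive = the rest, including those meeting only one limit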;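 also: in these data hits start at about 27%; measured in HUVEC primary endothelial cells; signal is the percent of cells scored E-selectin positive by PE staining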
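material = human umbilical vein endothelial cells (HUVEC), E-selectin induction | quantity = 3,000 cells/well | medium = EGM-2 growth medium on 0.1% gelatin-coated wells | technique = immunofluorescence imaging | read-out basis = % PE-positive cells | control set = TNF-alpha positive control, DMSO neutral control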
XiGFP reactiv: activators of X-chromosome reactivation in mouse fibroblasts | XiGFP mouse fibroblasts, % GFP-positive cells imaging, 3 d; cells co-treated with 5-aza-dC sensitizer; scaled so ellipticine positive control = 100% | activation, % at 7.58 µM | actives 0.055% (n = 360,000);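 active = mean normalized replicate activation at least 10% and every replicate at or above 10%; inconclusive = only one of the two criteria met; inactive = mean below 10% and not all replicates reach 10%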;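 also: 0% = median of on-plate neutral control wells and 100% = ellipticine 6 µM median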
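System: 68-5-11 XiGFP fibroblast line | Buffer or medium: DMEM containing 5-aza-dC | Compound: Single point | Times: Compounds 3 days, fix/stain 15 min at room temperature | Benchmarks: Positive control ellipticine, 6 µM final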
DENV2 CPE: DENV2-induced cell death inhibition; actives 1.7% (n = 350,000); DENV2-infected cells, cytopathic effect rescue, plate reader; CPE inhibition, % at 9.99 µM; in the data active = CPE inhibition above about 20%, passing the limit was not always enough; inconclusive = no clear call, values can overlap the other calls; tested in BHK-21 cells;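 also: 0% = median of neutral control wells and 100% = median of positive control wells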
Starred values were filed as active, the others as inactive; ? = inconclusive; nt = no result given; & = joins results of further samples.

structure	F508del corr	RAD54 inh	GSIS activator	Casp6 inh	RAD52 anneal inh	E-selectin induc	XiGFP reactiv	DENV2 CPE
CO[C@H]1CN(C)C(=O)c2ccc(NC(=O)Nc3ccccc3F)cc2OC[C@@H](C)N(CC2CC2)C[C@H]1C	0.6	0	-5	-8	9	-0.3	-0.2	0
Cc1ccccc1-c1ccc(C2[C@H]3CNC[C@@H]2N3C(=O)Nc2ccc(Cl)cc2)cc1 (some centres not stated)	-1.6	nt	-15&-7	nt	nt	-0.1	0.1&0.1	-5
C[C@@H]1CN([C@H](C)CO)C(=O)c2cc(C3=CCCCC3)cnc2O[C@H]1CN(C)Cc1ccc(C(=O)O)cc1	2.6	9	10	0	-10	-0.2	-0.2	6
Cc1cc(C)nc(Nc2ccc(C)c([N+](=O)[O-])c2)n1	1.8	-4	-8	0	0	nt	0.0	6
Cc1ccc(CNC(=O)COC(=O)Cc2ccc(-c3ccccc3)cc2)cc1	nt	-1	-2	nt	nt	1.1	-0.1	nt
CC(C)(C)c1ccc(NC(=O)COC(=O)c2ccc(CN3CCCC3=O)cc2)cc1	2.7	5	-18	-3	-3	-0.1	0.0	4
CC(OC(=O)c1ccco1)C(=O)NCc1ccc2c(c1)OCO2 (configuration not stated)	1.7	8	29	1	-4	nt	0.1	4
O=C(C[C@@H]1CC[C@@H]2[C@H](COC[C@@H](O)CN2S(=O)(=O)c2ccc(Cl)cc2)O1)NCCN1CCCC1	4.1	-2	2	0	17	0.1	-0.1	27*
O=S(=O)(c1ccccc1)C1(C2CC(c3ccccc3)=NO2)CC(O)C1 (configuration not stated)	-2.2	-3	2	1	-15	-0.1	0.0	2
CO[C@H]1CN(C)C(=O)c2ccc(NC(=O)C3CCCC3)cc2OC[C@@H](C)N(C(=O)CC2CC2)C[C@@H]1C	-0.6	0	-14	2	10	-0.1	0.1	9
O=C(NC(=S)Nc1ccc(N2CCCC2)cc1)c1ccccc1[N+](=O)[O-]	nt	2	nt	0	3	0.0	0.3	-3
O=C(O)C[C@H]1CC[C@H](NC(=O)c2ccncc2)[C@H](CO)O1	1.4	-9	9	-1	-4	-0.3	0.1	?
C[C@@H]1CN([C@H](C)CO)S(=O)(=O)c2ccc(C#Cc3ccncc3)cc2O[C@H]1CN(C)S(=O)(=O)c1ccccc1	0.1	-15	nt	-1	-38	nt	nt	-7
N#Cc1ccccc1OCC(=O)N1CCN(S(=O)(=O)c2ccc(Cl)cc2)CC1	-2.1	1	-13	2	-4	nt	0.1	2
CNC(=O)C1CC(=O)N(Cc2ccc3c(c2)OCO3)C(=Nc2ccc(F)cc2)S1 (configuration not stated)	2.2	nt	3	1	3	nt	nt	nt
O=C(C[C@H]1CC[C@H]2[C@@H](COC[C@@H](O)CN2CCc2ccccc2)O1)NCc1ccc(F)cc1	1.2	-6	-11	-2	-15	0.1	0.0	nt
O=C(COc1ccc(F)cc1)NN1C(=O)CSC1=S	nt	nt	12	4	-344	nt	0.1	3
CCC(=O)N1CC[C@@H]2[C@@H](CO)N(C)c3ccc(-c4cccc(F)c4)cc3[C@@H]21	2.6	-10	-9	nt	nt	0.1	0.3	14
O=C(Nc1ccc(Cl)cc1Cl)c1ccc(Br)o1	-2.0	5	5	-1	-8	nt	0.0	-1
CCn1nc(C)c(CN2CCc3c([nH]c4ccccc34)C2C(C)(C)C)c1C (configuration not stated)	1.9	nt	1	0	-20	nt	0.1	7
Cc1cc([N+](=O)[O-])cnc1Sc1nccn1C	-3.7	nt	25	2	-25	0.2	0.1	8
O=C(N/N=C/c1cccc2ccccc12)c1ccncc1	-3.4	-5	-5	-1	-6	0.5	0.1	7
CCN1C(=O)[C@H]2[C@@H](c3ccc(C)cc3)N3C(=O)N(c4cccc(C)c4)C(=O)[C@@]3(Cc3ccccc3)[C@H]2C1=O	2.3	-2	-13	-3	-3	0.0	-0.2	-4
C[C@H]1CN([C@@H](C)CO)C(=O)Cc2cc(NC(=O)CCCCCC(=O)Nc3ccccc3N)ccc2O[C@@H]1CN(C)Cc1ccc(-c2ccccc2)cc1	2.4	7	14	-2	-7	0.6	0.0	-19
C[C@H](CO)N1C[C@H](C)[C@H](CN(C)CC2CC2)Oc2cc(-c3ccccc3)ccc2S1(=O)=O	-0.9	-7	-5	1	0	0.3	-1.1	0
CC(OC(=O)c1cc(-c2cccnc2)nc2ccccc12)C(=O)Nc1ccc2ccccc2c1 (configuration not stated)	0.2	nt	2	-5	-45	-1.2	-0.1	1
CCOC(=O)c1[nH]c(C)c(C(=O)NCCN2CCOCC2)c1C	-3.7	3	0	0	-9	nt	0.3	-32
COc1ccc(CN(C)C[C@@H]2OCCCC[C@H](C)Oc3ccc(NC(=O)Nc4ccccc4)cc3C(=O)N([C@@H](C)CO)C[C@@H]2C)cc1	0.1	-2	-13	nt	nt	0.0	0.4	-9
Cc1sc2nc(C)n(/N=C/c3ccccc3)c(=O)c2c1C	nt	2	12	-3	-10	nt	nt	nt
CC(=O)c1cccc(NC(=O)C(C)OC(=O)CCC2CCCCC2)c1 (configuration not stated)	2.4	3	1	3	1	nt	0.0	-2
C[C@H](CO)N1C[C@H](C)[C@H](CN(C)Cc2ccc(C(F)(F)F)cc2)Oc2ccc(NC(=O)CCCN(C)C)cc2C1=O	3.7	11	2	2	15	-3.0	0.3	-2
Cc1cc(=O)oc(C)c1C(=O)NCC1COc2ccccc2O1 (configuration not stated)	-1.3	-6	-17	22	-12	nt	nt	-6
COc1ccc(C(=O)NCc2ncccc2C)cc1OC1CCN(C(C)=O)CC1	-0.7	-9	5	-4	-11	1.9	0.2	?
CC(NC(=O)Cc1ccc(NS(=O)(=O)c2cccc(C(F)(F)F)c2)cc1)c1ccccn1 (configuration not stated)	-1.4	-6	17	3	-2	0.9	0.3	-1
COc1ccc(CN2C(=O)CCCc3ccccc32)cc1	-1.0	nt	3	-3	-11	5.8	-0.4	12
CCC1(CC)NC(=O)N(CC(=O)OCC(=O)Nc2ccccc2[N+](=O)[O-])C1=O	-1.4	nt	-6	nt	-7	nt	0.0	nt
O=C(C[C@@H]1C[C@H]2c3cc(NC(=O)Nc4ccc(C(F)(F)F)cc4)ccc3O[C@H]2[C@@H](CO)O1)NCc1ccc(Cl)cc1	-3.2	2	-5	0	18	0.4	0.1	?
COc1cccc(Cn2nnc(C(=O)Nc3cc(Cl)ccc3OC)c2N)c1	1.7	-6	1	-1	-17	-0.1	0.3	-1
Cc1cccnc1NC(=O)Nc1cccc(F)c1	-1.4	6	22	0	4	0.3	0.0	-7
Cc1cccc(C)c1NC(=O)CNC(=O)Cc1ccc(Br)cc1	-1.3	nt	-1	2	-5	5.1	0.0	-3
Nc1nc(-c2ccco2)nn1S(=O)(=O)c1ccc(Cl)cc1	-0.1	nt	15	3	-3	nt	0.0	4
O=C(Nc1ccccc1Cl)c1cc(C2CCCCN2C(=O)c2cccs2)on1 (configuration not stated)	3.4	0	-8	-1	-1	-0.2	-0.1	13
O=C(CNC(=O)c1ccccc1)OCC(=O)N1N=C(c2ccc(Cl)cc2)CC1c1ccco1 (configuration not stated)	0.5	nt	-12	-1	-10	0.2	0.3	6
CC1CCN(c2ccc(/C=C(\C#N)c3nn(-c4ccccc4)c(N)c3C#N)cc2[N+](=O)[O-])CC1	nt	-2	-23	nt	nt	-0.2	0.2	nt
C[C@H]1CN([C@@H](C)CO)C(=O)Cc2cc(NC(=O)NC3CCCCC3)ccc2O[C@@H]1CN(C)Cc1ccc(C(=O)O)cc1	-7.5	-16	22	2	17	-1.8	-0.1	2
CC1(C(=O)NS(=O)(=O)c2ccc(F)cc2F)CCN1C(=O)CC1CCCCC1 (configuration not stated)	5.8	-1	-4	17	-6	-0.1	0.1	-6
N#C/C(=C\c1ccc[nH]1)C(=O)Nc1ccccc1Cl	-1.8	-24	8	-1	-45	-0.1	-0.1	-3
C[C@H]1CN([C@@H](C)CO)C(=O)c2c(c3ccccc3n2C)-c2ccccc2CO[C@H]1CN(C)C(=O)Nc1ccccc1C(F)(F)F	1.1	nt	3	3	6	0.4	0.0	17
CO[C@@H]1CN(C)C(=O)c2cc(NC(=O)c3ccccc3F)ccc2OC[C@H](C)N(CC2CCOCC2)C[C@H]1C	1.1	-2	8	2	2	0.0	0.0	-5
C[C@H](CO)N1C[C@H](C)[C@@H](CN(C)C(=O)Nc2cc(F)ccc2F)Oc2cc(C#CC3CCCC3)ccc2S1(=O)=O	2.5	4	nt	0	-5	nt	nt	0
CN(C)C(=O)C[C@@H]1C[C@H]2c3cc(NC(=O)NC4CCCC4)ccc3O[C@H]2[C@H](CO)O1	-4.3	5	9	0	0	-0.1	0.1	0
CCCCNC(=O)c1ccc(C#CC(C)(C)C)c(OC(C)=O)c1	0.2	9	nt	-2	-8	nt	nt	0
COc1ccc(-n2nc(C(=O)NCC(=O)NCCC3=CCCCC3)c3ccccc3c2=O)c(OC)c1	2.4	-2	-4	2	-11	nt	nt	-4
COc1ccc(-c2ccc([C@H]3[C@H]4CN(C(=O)Cc5ccccn5)CC(=O)N4[C@H]3CO)cc2)cc1	-2.4	nt	-13	nt	-12	-0.1	0.0	-6
C[C@H]1CN([C@@H](C)CO)C(=O)c2cc(NS(=O)(=O)c3ccccc3)ccc2O[C@H]1CN(C)C(=O)Nc1cccc2ccccc12	0.5	-12	-7	0	1	-0.2	0.0	-9
CCN(CC)c1ccc(NC(=O)CCNS(=O)(=O)c2ccc3c(c2)CCC(=O)N3)c(C)c1	-0.4	-8	-50	3	-11	nt	0.0	-2
Cc1ccccc1S(=O)(=O)N1C[C@@H]2[C@H](c3ccccc31)[C@@H](CO)N2C(=O)CC1CC1	2.5	11	-4	-4	-3	-0.2	0.2	19
COc1ccc(NC(=O)N(C)C[C@@H]2OCCCC[C@@H](C)Oc3ccc(NC(=O)NC(C)C)cc3C(=O)N([C@H](C)CO)C[C@H]2C)cc1	-0.7	2	-16	5	1	-0.2	0.6	5
COc1ccc(N2CC(O)=C(c3nc(C)cs3)C2=N)cc1	0.3	-1	2	-1	0	nt	nt	-2
C[C@H](CO)N1C[C@H](C)[C@@H](CN(C)C(=O)CC2CC2)Oc2cc(-c3cncnc3)ccc2S1(=O)=O	-1.2	1	7	1	-3	3.8	-0.9	-4

(next part)
structure	F508del corr	RAD54 inh	GSIS activator	Casp6 inh	RAD52 anneal inh	E-selectin induc	XiGFP reactiv	DENV2 CPE
Cc1ccc(S(=O)(=O)N2CCOCC2)cc1NC(=O)COC(=O)c1ccc(OCc2c(C)noc2C)cc1	nt	-7	-3	1	-13	0.3	0.2	18
O=C(O)CCSc1nnc(-c2cccnc2)n1-c1ccccc1	-0.2	-8	-3	-3	-10	nt	nt	nt
C[C@@H]1CN([C@@H](C)CO)S(=O)(=O)c2ccc(C#Cc3ccccn3)cc2O[C@@H]1CN(C)C(=O)C1CC1	-1.3	-11	21	1	-18	-0.1	-0.3	6
O=S(=O)(c1ccccc1F)N1CCN(C(=S)NCc2ccccc2)CC1	-2.3	nt	-18	1	0	-0.7	0.0	-3
